BAP1 inh: blocks human BAP1 ubiquitin-AMC hydrolysis | recombinant BAP1, Ub-AMC hydrolysis fluorescence kinetic; active compounds read low | activity remaining (% of control), % at 20 µM | 0.48% of 72,000 active | AID 436;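 active means activity remaining at or below 50% of control, provided the compound also passes the data quality filters; inactive means the rest, including low values that fail the filters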;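 further: 100% = DMSO wells rate and 0% = substrate alone blank rate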
Target sequence (Q92560 whole entry, looked up): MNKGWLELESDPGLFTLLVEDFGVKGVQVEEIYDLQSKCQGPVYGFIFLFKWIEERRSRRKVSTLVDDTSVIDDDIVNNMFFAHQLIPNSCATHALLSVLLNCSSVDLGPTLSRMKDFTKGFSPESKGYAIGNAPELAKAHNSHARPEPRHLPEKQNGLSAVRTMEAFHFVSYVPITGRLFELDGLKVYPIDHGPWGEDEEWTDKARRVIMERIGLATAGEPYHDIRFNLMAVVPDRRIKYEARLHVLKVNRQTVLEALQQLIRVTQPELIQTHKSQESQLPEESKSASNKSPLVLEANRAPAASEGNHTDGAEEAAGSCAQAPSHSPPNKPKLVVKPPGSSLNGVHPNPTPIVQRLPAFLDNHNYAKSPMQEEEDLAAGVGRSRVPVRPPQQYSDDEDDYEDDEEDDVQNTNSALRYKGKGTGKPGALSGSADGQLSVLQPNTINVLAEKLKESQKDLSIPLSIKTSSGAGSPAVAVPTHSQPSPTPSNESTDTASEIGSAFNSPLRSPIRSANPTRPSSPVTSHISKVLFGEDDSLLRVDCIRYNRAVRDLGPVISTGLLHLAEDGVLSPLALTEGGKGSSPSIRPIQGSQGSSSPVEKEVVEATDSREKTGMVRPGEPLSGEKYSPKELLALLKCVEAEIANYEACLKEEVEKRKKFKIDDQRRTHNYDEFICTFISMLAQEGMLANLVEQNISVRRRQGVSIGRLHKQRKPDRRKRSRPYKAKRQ
HePTP inh: blocks human HePTP tyrosine phosphatase; P35236; recombinant HePTP phosphatase activity, OD absorbance; inhibition, % at 20 µM; 0.64% of 110,000 active; AID 521; in the data active means inhibition above about 50%;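 further: plate controls were vehicle for no effect and reference inhibitor for full effect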
* marks the source's active call; other numbers are inactive results; . = not tested or not shown.

1) COc1ccc(-c2noc(-c3ccc(-c4ccccc4)cc3)n2)cc1
2) Cc1cc(-n2c(C)cc(C(=O)CN3C(=O)NC4(CCCC4)C3=O)c2C)no1
3) Cc1c(NC(=O)COC(=O)c2cc3c4ccccc4n(C)c3s2)c(=O)n(-c2ccccc2)n1C
4) CCOC(=O)C1=C(C)N=c2s/c(=C\c3ccc([N+](=O)[O-])cc3)c(=O)n2C1c1ccc(OC)cc1OC (stereo unspecified)
5) CC1=NN(c2ccc(S(N)(=O)=O)cc2)C(=O)/C1=C\c1ccc(-c2ccc(Cl)c(C(=O)OC(C)C)c2)o1
6) CCC(=O)N1CCc2cc(Br)cc(S(=O)(=O)NCC3CCCN3CC)c21 (stereo unspecified)

assay / entry	1	2	3	4	5	6
BAP1 inh	.	104	.	.	.	.
HePTP inh	-10	2	3	6	5	7

In another format: entries from further up.
| No. | molecule | BAP1 inh | HePTP inh |
| --- | --- | --- | --- |
| 4 | CCOC(=O)C1=C(C)N=c2s/c(=C\c3ccc([N+](=O)[O-])cc3)c(=O)n2C1c1ccc(OC)cc1OC (stereo unspecified) | . | 6 |
| 5 | CC1=NN(c2ccc(S(N)(=O)=O)cc2)C(=O)/C1=C\c1ccc(-c2ccc(Cl)c(C(=O)OC(C)C)c2)o1 | . | 5 |

Compound profiles (already shown). Values in the order: BAP1 inh | HePTP inh
CCOC(=O)C1=C(C)N=c2s/c(=C\c3ccc([N+](=O)[O-])cc3)c(=O)n2C1c1ccc(OC)cc1OC (stereo unspecified) across the screens: . | 6
CC1=NN(c2ccc(S(N)(=O)=O)cc2)C(=O)/C1=C\c1ccc(-c2ccc(Cl)c(C(=O)OC(C)C)c2)o1 across the screens: . | 5
COc1ccc(-c2noc(-c3ccc(-c4ccccc4)cc3)n2)cc1 across the screens: . | -10
Cc1c(NC(=O)COC(=O)c2cc3c4ccccc4n(C)c3s2)c(=O)n(-c2ccccc2)n1C across the screens: . | 3
Cc1cc(-n2c(C)cc(C(=O)CN3C(=O)NC4(CCCC4)C3=O)c2C)no1 across the screens: 104 | 2

Additional compounds:
7) CCCCc1nc2ccccc2c(=O)n1NC(=O)c1c(O)c2cccc3c2n(c1=O)CC3
8) O=C(NCCCn1ccnc1)c1cc(S(=O)(=O)N2CCOCC2)c(Cl)cc1Cl
9) O=C(NC(=S)NCCc1ccccc1)c1ccccc1
10) CCOc1ccc(N2CC(C(=O)Nc3ncccc3C)CC2=O)cc1 (stereo unspecified)
11) CC(C)N(C(=O)CSc1nnc(NC(=O)C2CCC2)s1)C(C)C
12) COc1ccc(-c2ccc(-c3nnc(-c4cc(OC)ccc4OC)o3)cc2)cc1

assay / entry	7	8	9	10	11	12
BAP1 inh	94	.	.	.	111	115
HePTP inh	0	2	-1	-10	2	2

6 entries from above, ordered by length of the SMILES, rising.
9) O=C(NC(=S)NCCc1ccccc1)c1ccccc1
10) CCOc1ccc(N2CC(C(=O)Nc3ncccc3C)CC2=O)cc1 (stereo unspecified)
12) COc1ccc(-c2ccc(-c3nnc(-c4cc(OC)ccc4OC)o3)cc2)cc1
8) O=C(NCCCn1ccnc1)c1cc(S(=O)(=O)N2CCOCC2)c(Cl)cc1Cl
7) CCCCc1nc2ccccc2c(=O)n1NC(=O)c1c(O)c2cccc3c2n(c1=O)CC3
4) CCOC(=O)C1=C(C)N=c2s/c(=C\c3ccc([N+](=O)[O-])cc3)c(=O)n2C1c1ccc(OC)cc1OC (stereo unspecified)

assay / entry	9	10	12	8	7	4
BAP1 inh	.	.	115	.	94	.
HePTP inh	-1	-10	2	2	0	6

Next records
13) CCC(O)CNc1nc(SC)nc2sc3c(c12)CCN(C)C3 (stereo unspecified)
14) Cc1nnc(SCC(=O)N2CC(=O)Nc3ccccc32)n1-c1ccccc1
15) NC(=O)c1ccccc1NC(=O)N1CCOCC1
16) O=C1c2ccccc2C(=O)N1CC(O)Cn1c2ccccc2c2ccccc21 (stereo unspecified)
17) COC(=O)C1=C(C)NC(=O)NC1c1sccc1C (stereo unspecified)
18) CCOC(=O)C1=C(C)N(c2ccccc2)C(=O)C1CC(=O)Nc1ccc(C)cc1C (stereo unspecified)

assay / entry	13	14	15	16	17	18
BAP1 inh	.	80	.	.	.	.
HePTP inh	0	5	8	-14	9	3

19) O=C(CCN1CCOCC1)Nc1cccc(Br)c1
20) CCOC(=O)c1cc(-c2cccnc2)nn1-c1ccccn1
21) COc1ccccc1NC(=O)CSc1nnc(CNC(=O)c2ccco2)o1
22) COc1ccccc1-c1cc(C(=O)N2CCCCC2)no1
23) Cc1ccc(N2C(=O)CSC2c2cccc([N+](=O)[O-])c2)cc1 (stereo unspecified)
24) O=C(COc1ccc(Br)cc1CO)Nc1ccccc1F

assay / entry	19	20	21	22	23	24
BAP1 inh	74	109	94	89	.	115
HePTP inh	11	-7	3	5	-10	10

25) CCCCn1c(CN2CCOCC2)nc2c1c(=O)n(C)c(=O)n2C
26) CN(C)CC(C(=O)c1ccccc1)c1ccccc1 (stereo unspecified)
27) Cc1ccc(-c2nnn(CC(=O)N(c3cccc(O)c3)C(C(=O)NC(C)(C)C)c3cccs3)n2)o1 (stereo unspecified)
28) c1ccc(OCCN2CCN(c3ncnc4c3cnn4-c3ccccc3)CC2)cc1
29) N#CC1=C2SCN(c3ccccc3)CN2C(=O)CC1c1cccs1 (stereo unspecified)
30) COC(=O)c1cn(NC(=O)c2cccc(N(C)C)c2)c(=O)c2ccccc12

assay / entry	25	26	27	28	29	30
BAP1 inh	87	73	97	.	86	.
HePTP inh	3	8	1	-4	8	3

31) Oc1cc(O)cc(/C=C/c2ccc(O)c(O)c2)c1
32) O=C(NCCCN1CCOCC1)c1cc(-c2ccccc2)on1
33) CCOc1ccc(C2/C(=C(\O)c3ccc(F)cc3)C(=O)C(=O)N2CCCCCC(=O)O)cc1 (stereo unspecified)
34) O=C(c1cc(-c2ccccc2)on1)N1CCCC1
35) O=C(CCC1CCCC1)N1CCN(S(=O)(=O)Cc2ccccc2)CC1
36) CC1(CC(=O)O)C(=O)N=C2C=CC=CN21 (stereo unspecified)

assay / entry	31	32	33	34	35	36
BAP1 inh	38*	148	.	103	102	192
HePTP inh	.	6	3	5	9	6

37) CN1C(=O)C(=Cc2c(Cl)cccc2Cl)C(=O)N(C)C1=O
38) CCCCS/C(=C(/C#N)C(N)=O)c1cc2c([nH]1)CCCC2
39) Cc1ccc(-n2ncc3c(=O)n(CC(=O)OCc4ccccc4)cnc32)cc1
40) Cc1ccc(C(CC(=O)C(C)C)C2C(=O)c3ccccc3C2=O)cc1 (stereo unspecified)
41) CCOC(=O)C1=C(C)N=c2s/c(=C\c3ccccn3)c(=O)n2C1c1ccc(OC)cc1 (stereo unspecified)
42) COC(=O)CSc1nc2sc3c(c2c(=O)n1-c1ccccc1)CCN(C)C3

assay / entry	37	38	39	40	41	42
BAP1 inh	.	93	106	.	.	987
HePTP inh	-6	6	-4	0	2	0

43) NCCC(=O)N1c2ccccc2Sc2ccc(Cl)cc21
44) COc1ccc(OC)c(S(=O)(=O)NCc2ccccc2)c1
45) CC(C)CCn1c(SCc2ccc(Cl)cc2)nc2c1c(=O)[nH]c(=O)n2C
46) CCSC1(SCC)N=C(N)C2(C#N)C(c3ccccc3)NC3=C(CCC3)C12C#N (stereo unspecified)
47) O=C(Nc1ccc(Cl)c(Cl)c1)Nc1nnc(CSCc2ccccc2F)s1
48) CCOc1ncccc1C(=O)Nc1ccccc1C(=O)NCc1ccc2c(c1)OCO2

assay / entry	43	44	45	46	47	48
BAP1 inh	.	104	87	61	.	98
HePTP inh	4	6	7	6	-18	-1

49) O=C(Nc1c(C(=O)O)oc2ccc(Br)cc12)c1ccccc1
50) CCN(CC)c1ccc(C(=O)NCc2ccccn2)cc1
51) CCN1CCN(C(CNC(=O)c2ccc3c(c2)OCO3)c2cccnc2)CC1 (stereo unspecified)
52) CCOC(=O)c1sc(NC(=O)C2CC2)cc1C
53) COc1cc(NC(=O)c2c(Cl)cccc2Cl)c(OC)cc1Cl
54) CCOc1cc(S(=O)(=O)NCc2ccc3c(c2)OCO3)c(C)cc1C

assay / entry	49	50	51	52	53	54
BAP1 inh	84	.	90	101	.	85
HePTP inh	6	2	2	8	5	7

55) O=C(Nc1ccccc1F)c1ccc2nccnc2c1
56) COC(=O)c1ccc(CSc2nnnn2C)o1
57) Cn1c(CCNC(=O)c2ccc(F)cc2)nc2ccccc21
58) Cc1nnc(NC(=O)COC(=O)c2ccc([N+](=O)[O-])cc2)s1
59) CCCCN=c1sc(C(=O)OC)cc(=O)n1CCCC
60) O=C(NCCC12CC3CC(CC(C3)C1)C2)Nc1ccccc1
61) Cc1ccc(N2C(=O)c3ccc(-c4ccc5c(c4)C(=O)N(c4ccc(C)cc4C(=O)O)C5=O)cc3C2=O)c(C(=O)O)c1
62) N/C(=N\OC(=O)C(c1ccccc1)c1ccccc1)c1ccccn1
63) O=C(COC(=O)c1ccc(N2CCCC2=O)cc1)NCc1ccco1

assay / entry	55	56	57	58	59	60	61	62	63
BAP1 inh	.	100	.	.	106	.	80	.	103
HePTP inh	-10	10	3	8	-5	-8	.	2	5

Source: PubChem (several laboratories)
